# Rac1 GTP hydrolysis: MgcRacGAP GTPase-activating activity inhibitors, confirmation, biochemical, ADP Hunter fluorescence; MgcRacGAP-stimulated Rac1 GTP hydrolysis, ADP Hunter fluorescence; higher % means a stronger effect; GST-tagged Rac1 F28L mutant substrate; one-dose inhibition, % at 30 µM; IC50 in µM for titrated hits; 340,000 compounds, 0.6% hits;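 active means first-screen hits whose inhibition reached a set limit at any dose in the follow-up dose series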;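 further: fluorescence reports GDP produced by GAP-driven GTP hydrolysis; strong numbers were not always called active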
# NTR1 ag: NTR1-driven beta-arrestin-GFP spot formation – imaging, U2OS cells, high content, primary screen (AID 493036) | P30989 | agonist mode | 330,000 compounds, 0.17% hits | activation, % at 20 µM;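 active means activation at or above 40% of the spot to cytoplasm intensity ratio, with at least 20 cells analyzed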;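 further: 0% = DMSO without peptide and 100% = 100 nM NTR1 peptide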
# Target sequence (P30989 whole entry, looked up): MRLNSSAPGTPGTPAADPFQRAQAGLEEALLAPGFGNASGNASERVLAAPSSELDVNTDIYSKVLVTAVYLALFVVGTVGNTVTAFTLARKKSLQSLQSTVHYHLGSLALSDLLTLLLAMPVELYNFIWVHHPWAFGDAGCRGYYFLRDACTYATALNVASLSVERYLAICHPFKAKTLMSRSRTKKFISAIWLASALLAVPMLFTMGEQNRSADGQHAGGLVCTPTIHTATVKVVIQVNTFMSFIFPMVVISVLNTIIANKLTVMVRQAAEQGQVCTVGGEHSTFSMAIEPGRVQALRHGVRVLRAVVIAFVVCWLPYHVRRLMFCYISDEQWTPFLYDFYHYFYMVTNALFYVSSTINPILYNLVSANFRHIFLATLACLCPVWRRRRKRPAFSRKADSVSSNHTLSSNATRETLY
# T cell modulator: T cell immune modulators affecting CD8 T cell-vesicle binding | 2C CD8+ T cell-vesicle binding, flow cytometry; active compounds read low | calls only at 7 µM | 330,000 compounds, 0.068% hits;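 active means response, share of CD8 T cells binding vesicles, and their 90th percentile fluorescence all below set limits, cut at about 80% in these data, passing the limit was not always enough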
#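 Material: 2C TCR transgenic mouse naive CD8+ T cells, MACS-purified. Also added: QL9-charged Drosophila Ld/ICAM-1/B7-1 vesicles. Timing: binding 1.5 h at 37 °C. Measured by: high-throughput flow cytometry with anti-B7-1 and anti-CD8 staining. Read-out: percent CD8+ FL2 mean versus row control. Controls: Unloaded micro-vesicles (low), QL9 vesicles with 0.7% DMSO (high).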
# T cell modulator vesicle-bound %: further read-out of T cell modulator, marked with its call; double positive events, %; measured here: CD8+ vesicle-bound cell fraction;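 binding gate set so that unloaded-vesicle control wells show 10% double positive cells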
# NTR1 ag cell count 20 µM: recorded beside NTR1 ag, whose call it bears; cell count; measured here: cell count, cytotoxicity flag
# * marks the source's active call; other numbers are inactive results; i = inactive; + = active, no number. An excerpt; rates above refer to the full screens.
Compound	Rac1 GTP hydrolysis	T cell modulator	NTR1 ag	T cell modulator vesicle-bound %	NTR1 ag cell count 20 µM
CCOC(=O)[C@@H](C)N(Cc1ccc(OC)cc1)S(=O)(=O)N(Cc1ccccc1)[C@H](C(=O)OC)C(C)C	1%	i	0.8	51	49
Cc1cc(C(=O)COC(=O)c2ccc(O)cc2O)c(C)n1-c1ccccc1	7%	i	6.9	24	63
O=C(C1CCN(S(=O)(=O)c2ccc(Cl)cc2)CC1)N1CCN(c2ccccn2)CC1	14%	i	-1.9	21	54
COc1nc(Nc2ccc(-c3nc4ccccc4o3)cc2)nc(N2CCOCC2)n1	-7%	i	18	39	60
Clc1ccc(Nc2nc(-c3ccncc3)cs2)cc1	9%	i	0.5	29	52
CC(=O)c1ccc(NC(=O)COC(=O)/C=C/c2cccs2)cc1	-3%	i	1.7	35	53
CN1C(=O)N(CC(=O)N2CCN(S(=O)(=O)c3ccc(Cl)s3)CC2)C(=O)C12CCCCC2	3%	i	-2.1	41	45
COc1cccc(N2CCN(CC(=O)Nc3ccccc3C(=O)NCCc3ccccc3)CC2)c1	5%	i	8.0	31	70
Cc1ccc(CN2CC(C(=O)NC3CCCC(C)C3C)CC2=O)cc1 (stereo not given)	6%	i	0.1	38	67
Cc1ccc(S(=O)(=O)N2CCCCC2)cc1NC(=O)c1ccc(Br)o1	6%	i	-0.4	23	58
Cc1noc(C)c1S(=O)(=O)N(C)C[C@H]1Oc2ccc(NC(=O)Cc3ccccc3)cc2C(=O)N([C@H](C)CO)C[C@@H]1C	8%	i	0.5	8	70
O=C(COc1ccc(F)cc1Br)NCC1(N2CCCCC2)CCCCC1	5%	i	1.6	40	57
CCCN(C(=O)CSc1nnc(N)s1)c1c(N)n(Cc2ccccc2)c(=O)[nH]c1=O	3%	i	-1.2	52	58
CC(=O)c1ccc(OCCCC(=O)Nc2nnc(C3CC3)s2)cc1	2%	i	-0.3	45	62
CSCc1cccc(C(=O)OC(C)C(=O)Nc2c(C)n(C)n(-c3ccccc3)c2=O)c1 (stereo not given)	2%	i	0.6	38	65
Cc1cc(Br)ccc1SCC(=O)OCC(=O)Nc1ccc2[nH]c(=O)[nH]c2c1	5%	i	-0.8	21	93
Cc1ccc2c(c1)C(=O)C(=O)N2Cc1ccc(Br)cc1	1%	i	2.6	4	61
O=C(COC(=O)CCS(=O)(=O)c1ccccc1)Nc1ccc(N2CCCCC2)cc1	6%	i	-1.6	22	63
COc1ccccc1C(=O)NC(CCSC)C(=O)Nc1ccc(C)c(S(=O)(=O)N2CCOCC2)c1 (stereo not given)	6%	i	-1.7	33	52
O=C(OCCc1cc2ccccc2c(=O)o1)c1ccco1	4%	i	0.3	47	48
O=C(N/N=C/c1ccccc1)c1ccc(N2CCCC2=O)cc1	1%	i	0.7	42	60
CN(C(=O)c1cc2ccccc2o1)c1c(N)n(Cc2ccccc2)c(=O)[nH]c1=O	0%	i	-0.9	5	56
Cc1ccc(NC(=O)CN(C)C(=O)COC(=O)c2ccc(NC(=O)CC#N)cc2)cc1	-2%	i	0.7	52	51
CCC/C(C#Cc1ccc(N(C)C)cc1)=C1/c2ccccc2C(=O)N1c1ccccc1	6%	i	-3.6	39	59
CC(=O)Nc1ccc(C(=O)OCC(=O)N2CCC(Cc3ccccc3)CC2)cc1	0%	i	0.7	34	94

# Continued, starting with the last 3 of the part before.
Compound	Rac1 GTP hydrolysis	T cell modulator	NTR1 ag	T cell modulator vesicle-bound %	NTR1 ag cell count 20 µM
Cc1ccc(NC(=O)CN(C)C(=O)COC(=O)c2ccc(NC(=O)CC#N)cc2)cc1	-2%	i	0.7	52	51
CCC/C(C#Cc1ccc(N(C)C)cc1)=C1/c2ccccc2C(=O)N1c1ccccc1	6%	i	-3.6	39	59
CC(=O)Nc1ccc(C(=O)OCC(=O)N2CCC(Cc3ccccc3)CC2)cc1	0%	i	0.7	34	94
CC(C(=O)Nc1ccc(C#N)cc1)N(C)CC(=O)N(C)c1c(N)n(Cc2ccccc2)c(=O)[nH]c1=O (stereo not given)	-1%	i	1.7	32	69
Cc1ccc(NC(=O)CNc2ccccc2N2CCCC2=O)cc1S(=O)(=O)N1CCCCC1	4%	i	3.1	38	53
O=C1C=C(c2ccc3ccccc3c2)C[C@@H](c2ccc(F)cc2)C1	14%	i	6.2	30	59
Brc1ccccc1-c1ccccc1	-2%	i	-2.4	14	40
COCCN(C(=O)CCN1C(=O)C2CC=CCC2C1=O)c1c(N)n(CC(C)C)c(=O)[nH]c1=O (stereo not given)	1%	i	2.0	11	90
COC(=O)C1CCN(C(=O)COC(=O)CNC(=O)c2ccc(Cl)cc2Cl)CC1	-1%	i	0.4	43	79
O=C(COc1ccccc1[N+](=O)[O-])NCC1(N2CCCCC2)CCCCC1	5%	i	-1.5	9	60
O=C(CSc1nnc(Nc2ccccc2F)s1)NC1CCS(=O)(=O)C1 (stereo not given)	-2%	i	2.9	50	57
COc1ccc(C)cc1-n1nnnc1SC(C)C(=O)NC1CCCC1 (stereo not given)	5%	i	-1.4	27	62
C[C@H](CO)N1C[C@H](C)[C@@H](CN(C)C(=O)Nc2ccccc2)Oc2c(NC(=O)C3CCCCC3)cccc2C1=O	9%	i	-1.4	17	60
O=C(CNC(=O)C1CC(=O)N(c2cccc3ccccc23)C1)Nc1ccccc1Br (stereo not given)	3%	i	-0.5	18	65
Cc1noc(C)c1COc1ccc(C(=O)N(C)CCOc2ccccc2)cc1	3%	i	0.6	29	58
CCOc1ccc(NC(=O)CN(C)C(=O)CC2CCCC2)cc1OCC	2%	i	0.5	36	47
COc1ccc(S(=O)(=O)N2CCOCC2)cc1NC(=O)CN1C(=O)CN(C)C1=O	4%	i	-1.5	51	49
COc1ccc(CC(=O)OCC(=O)N2CCc3ccccc32)cc1OC	3%	i	0.9	33	54
CC1CCCCC12NC(=O)N(CC(=O)OCc1ccccc1F)C2=O (stereo not given)	-6%	i	-0.5	23	52
Cc1cc(C2=CC(=O)C[C@H](c3ccc4c(c3)OCO4)C2)ccc1F	15%	i	0.2	38	68
COc1ccc(Cl)cc1NC(=O)CN(C)C(=O)CCNC(=O)c1ccccc1OC	6%	i	-2.5	39	56
O=C(Cc1ccc(Cl)cc1)OCC(=O)N1CCCCCC1	0%	+	-2.9	3.5*	48
N#Cc1ccccc1Sc1ccccc1C(=O)NCC(c1ccco1)N1CCCCC1 (stereo not given)	5%	i	1.2	14	62
O=C(Nc1ccc2c(c1)OCO2)C1CC1(Cl)Cl (stereo not given)	10%	i	26	54	48
O=C(COC(=O)c1cc(S(=O)(=O)N2CCOCC2)ccc1Cl)NCc1ccccc1	-1%	i	-1.5	38	59
Cc1ccc(C(=O)OCC(=O)c2ccc(CC(=O)N3CCOCC3)s2)cc1C	8%	i	2.8	33	62
COc1ccc(NS(=O)(=O)c2cccc(C(=O)NNC(=O)c3ccc(=O)[nH]c3)c2)cc1	4%	i	-0.9	38	49
Cc1nc(CC(=O)NNS(=O)(=O)c2cccc(Cl)c2Cl)cs1	2%	i	4.3	46	66

# The listing continues.
Compound	Rac1 GTP hydrolysis	T cell modulator	NTR1 ag	T cell modulator vesicle-bound %	NTR1 ag cell count 20 µM
COc1ccc(NC(=O)Nc2ccc3c(c2)C(=O)N([C@@H](C)CO)C[C@@H](C)[C@@H](CN(C)S(=O)(=O)c2cn(C)cn2)O3)cc1	5%	i	5.3	14	58
COc1cc(NC(=O)COC(=O)c2ccc([N+](=O)[O-])s2)cc(OC)c1OC	6%	i	1.4	53	59
Cc1ccc(CNC(=O)COC(=O)c2ccc(S(=O)(=O)NCc3ccco3)cc2)cc1	3%	i	-0.9	34	63
O=S(=O)(NCC1CCCO1)c1ccc(S(=O)(=O)N(Cc2ccc(F)cc2)C2CCCCC2)cc1 (stereo not given)	-14%	i	4.6	45	54
CC(=O)Nc1ccc(SCCN2CC[C@@H](C)CCC2=O)cc1	2%	i	-1.0	25	43
C[C@H]1CN([C@@H](C)CO)C(=O)c2cccc(NC(=O)Nc3ccc(C(F)(F)F)cc3)c2O[C@@H]1CN(C)S(=O)(=O)c1ccc(Cl)cc1	5%	i	12	5	64
Cc1ccc(NC(=O)C(c2ccccc2)N2CCN(CC(=O)NC3CC3)CC2)cc1Cl (stereo not given)	2%	i	-0.6	24	48
C[C@@H](O)CC#Cc1ccc2oc(=O)c(-n3cc(-c4ccsc4)nn3)cc2c1	-2%	i	0.5	22	58
Cc1ccc(S(=O)(=O)N2CCCCC2)cc1NC(=O)c1ccc(Cl)nc1	2%	i	2.6	40	55
Cc1cccc(NC(=O)CN(C)C(=O)C2CCCC2)c1C	2%	i	0.0	20	73
Cc1cc(C)c(OCC(=O)NCC2COc3ccccc3O2)c(C)c1 (stereo not given)	10%	i	1.8	3	51
N#CC1(NC(=O)COC(=O)C2=COCCO2)CCCCC1	5%	i	-2.2	10	54
CC(C)Oc1cc2ccccc2cc1CNC[C@H]1O[C@@H](n2cnc3c(N)ncnc32)[C@H](O)[C@@H]1O	4%	i	-3.4	17	97
O=C(Cn1nnc(-c2ccccc2)n1)NC(=O)NC1CCCC1	4%	i	-1.5	50	55
CC(C)CN(C(=O)COc1ccc([N+](=O)[O-])cc1)c1c(N)n(CC(C)C)c(=O)[nH]c1=O	9%	i	0.7	50	60
CCN(CC(=O)Nc1ccc2c(c1)OCCO2)C(=O)c1ccc(CS(C)(=O)=O)cc1	6%	i	1.8	37	48
COC(=O)C1CCN(CC(=O)N(C)c2c(N)n(Cc3ccccc3)c(=O)[nH]c2=O)CC1	11%	i	4.5	28	49
O=C(COC(=O)Cc1c[nH]c2ccccc12)Nc1ccccc1C(F)(F)F	8%	i	0.8	49	51
O=C(O)CSc1ccc(S(=O)(=O)N2CCCC2)cn1	3%	i	-1.5	16	57
C=CCn1c(SCC(=O)Nc2cc(C)on2)nnc1-c1ccccc1F	-2%	i	1.5	25	56
CN(C(=O)c1ccc(NC(=O)Cc2ccc(NC(=O)C3CCN(C(=O)c4ccccc4)CC3)cc2)cc1)C1CC1	6%	i	-0.6	46	57
CC(C)(C)OC(=O)CNC(=O)c1[nH]cnc1C(=O)NC1CCNCC1	5%	i	0.9	35	61
O=C(CCN1C(=O)C2CC=CCC2C1=O)Nc1nc(-c2ccc(F)c(F)c2)cs1 (stereo not given)	-7%	i	3.2	44	58
O=C(COC(=O)c1ccc(O)cc1)c1ccc(S(=O)(=O)N2CCCCC2)cc1	10%	i	0.3	15	65
O=C1CCN(S(=O)(=O)c2cc(C(F)(F)F)ccc2Cl)CC1	5%	i	1.2	40	54

# Next part.
Compound	Rac1 GTP hydrolysis	T cell modulator	NTR1 ag	T cell modulator vesicle-bound %	NTR1 ag cell count 20 µM
COc1ccc(CC(=O)OCC(=O)c2c(N)n(C)c(=O)n(C)c2=O)cc1OC	4%	i	1.2	48	39
COc1ccc(-c2oc(=O)c3cc(OC)c(OC)cc3c2/C=C/c2cccc([N+](=O)[O-])c2)cc1	5%	i	-0.6	35	60
CCOC(=O)c1c(C)[nH]c(C)c1C(=O)COC(=O)/C=C/c1ccco1	8%	i	1.2	34	86
CC(C)NC(=O)N(C)C[C@H]1Oc2ccc(NS(=O)(=O)c3ccc(Cl)cc3)cc2CC(=O)N([C@@H](C)CO)C[C@@H]1C	1%	i	-2.1	6	65
Cc1ccc(S(=O)(=O)NCCC(=O)NC2CCCCCC2)cc1C	-6%	i	3.6	4	49
O=S(=O)(NCCOc1ccccc1F)c1cccc(Br)c1	0%	i	-1.7	37	58
CSCCC(NC(=O)c1ccccc1Cl)C(=O)N1CCCCC1 (stereo not given)	7%	i	-2.4	24	46
O=C(CN1CCOc2ccccc21)NC1CC1	6%	i	1.0	67	48
Cc1ccccc1-c1cc(C(=O)NCc2cccc(C(F)(F)F)c2)n(CC2CC(c3cccnc3)=NO2)n1 (stereo not given)	-10%	i	5.5	17	51
CC(C)(C)Cc1nnc(NS(C)(=O)=O)s1	0%	i	1.2	44	70
O=S(=O)(Nc1cc(S(=O)(=O)N2CCOCC2)ccc1NCC1CCCO1)c1ccc(F)cc1 (stereo not given)	5%	i	-2.0	43	42
Cc1ccc(-c2csc3ncnc(N4CCN(S(=O)(=O)c5cccs5)CC4)c23)cc1	6%	i	7.2	19	60
CC(C)NC(=O)N(C)C[C@@H]1Oc2c(NC(=O)Nc3ccccc3)cccc2C(=O)N([C@H](C)CO)C[C@H]1C	5%	i	-0.9	18	51
Cc1ccc([C@@H]2CC=C(C(=O)O)[C@H](c3ccccc3)N2S(=O)(=O)c2ccccc2C)cc1	1%	i	0.8	10	61
